# Source: PubChem
# PME-1 Maybr inh: Maybridge compound blocking human PME-1; recombinant PME-1, FP-Rh probe fluorescence polarization; inhibition, % at 9 µM; hit rate 0.5% among 16,000; in the data active = inhibition above about 30%
# TLR4-MyD88 inh: inhibitors of human TLR4-MyD88 binding; O00206; Cell-based TLR4-MyD88 binding inhibition assay; inhibition, % at 10 µM; hit rate 0.06% among 16,000; in the data active = inhibition above about 45%
# NOTCH ag: NOTCH pathway agonism. NOTCH signaling luciferase reporter cells, luminescence. activation, % at 2.5 µM. hit rate 0.4% among 15,000. AID 434982; in the data active = activation above about 2.2%
# S1P1 ag: S1P1 (human) receptor agonism. hit rate 1.5% among 16,000. S1P1 agonist cell-based reporter assay. P21453. activation, % at 4.5 µM; in the data active = activation above about 80%
# luminol inh ctr: quenches luminol chemiluminescence in Nox1 counter-screen. HRP/luminol/H2O2 chemiluminescence counterscreen. inhibition, % at 6.7 µM. hit rate 0.4% among 16,000. AID 1823; note: reference of the scale not given here
# rat GALR2 agon: agonists of rat galanin receptor 2 (GALR2). O08726. cell-based GALR2 agonist screen. activation, % at 10 µM. hit rate 0.5% among 16,000; in the data active = activation above about 15%
# Nox1 inhibitor: human Nox1 inhibition | Q9Y5S8 | HT29 cells, luminol chemiluminescence ROS | inhibition, % at 6.7 µM | hit rate 0.81% among 16,000
# KOR antag MB: blocks the human kappa opioid receptor, Maybridge compounds; OPRK1 cells, antagonist mode, fluorescence readout; hit rate 0.4% among 16,000; inhibition, % at 9 µM; P41145; AID 652031; in the data active = inhibition above about 50%
# Target sequence (P41145 whole entry, looked up): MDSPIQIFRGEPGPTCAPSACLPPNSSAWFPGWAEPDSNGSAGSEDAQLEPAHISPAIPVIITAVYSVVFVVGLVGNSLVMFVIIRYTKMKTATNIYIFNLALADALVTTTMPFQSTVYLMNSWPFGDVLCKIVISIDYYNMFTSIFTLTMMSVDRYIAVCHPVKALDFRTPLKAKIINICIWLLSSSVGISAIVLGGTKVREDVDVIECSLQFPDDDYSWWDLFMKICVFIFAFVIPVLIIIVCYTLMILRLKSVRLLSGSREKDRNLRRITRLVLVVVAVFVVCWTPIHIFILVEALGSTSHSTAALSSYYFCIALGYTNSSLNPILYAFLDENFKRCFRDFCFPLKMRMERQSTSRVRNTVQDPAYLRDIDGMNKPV
# Numbers without * were called inactive; x = no result given. Cut-off read from the data, not from the text of the source, unless noted: active = inhibition above about 75%; inactive = the rest. Outcome played no part in choosing rows; any-hit rate near 4.4%.
no.	Compound	PME-1 Maybr inh	TLR4-MyD88 inh	NOTCH ag	S1P1 ag
1	N#CCCSc1ccccc1NC(=O)/C=C/C(=O)O	1	6	-0.4	-3
2	O=c1[nH]nc(Sc2ccc(C(F)(F)F)cn2)n1C1CCCCC1	-3	7	-0.2	44
3	CCOC(=O)CSc1ccc(S(N)(=O)=O)cc1[N+](=O)[O-]	6	-3	0.3	-1
4	c1ccc(CN2CCC3(CC2)Nc2ccccc2S3)cc1	2	11	-1.0	6
5	N#CC(C#N)=C1NC2=C(Cc3ccccc32)C(c2cccs2)=C1C#N	8	-7	0.0	-10
6	O=[N+]([O-])c1ccc(N2CCSCC2)cc1Oc1nc2c(Cl)cc(Cl)cc2s1	-12	3	0.3	-2
7	O=C1/C(=C/c2ccccc2Cl)CS/C1=C/c1ccccc1Cl	-15	-2	x	1
8	Cc1ccc(S(=O)(=O)NC(=O)NCC2CCN(S(=O)(=O)c3ccccc3)CC2)cc1	3	8	-0.3	-6

no.	luminol inh ctr	rat GALR2 agon	Nox1 inhibitor	KOR antag MB
1	-2	-5	12	-4
2	4	2	-53	6
3	-4	-4	27	4
4	6	-6	25	x
5	-6	-4	-6	4
6	8	-7	-29	8
7	6	-8	-20	24
8	-1	-4	-57	2

# Single records (already shown).
# Results for c1ccc(CN2CCC3(CC2)Nc2ccccc2S3)cc1 : PME-1 Maybr inh: 2; TLR4-MyD88 inh: 11; NOTCH ag: -1.0; S1P1 ag: 6; luminol inh ctr: 6; rat GALR2 agon: -6; Nox1 inhibitor: 25; KOR antag MB: x
# Results for O=[N+]([O-])c1ccc(N2CCSCC2)cc1Oc1nc2c(Cl)cc(Cl)cc2s1 : PME-1 Maybr inh: -12; TLR4-MyD88 inh: 3; NOTCH ag: 0.3; S1P1 ag: -2; luminol inh ctr: 8; rat GALR2 agon: -7; Nox1 inhibitor: -29; KOR antag MB: 8

# Some of the entries above, reformatted.
2) O=c1[nH]nc(Sc2ccc(C(F)(F)F)cn2)n1C1CCCCC1
  PME-1 Maybr inh: -3 | TLR4-MyD88 inh: 7 | NOTCH ag: -0.2 | S1P1 ag: 44 | luminol inh ctr: 4 | rat GALR2 agon: 2 | Nox1 inhibitor: -53 | KOR antag MB: 6
3) CCOC(=O)CSc1ccc(S(N)(=O)=O)cc1[N+](=O)[O-]
  PME-1 Maybr inh: 6 | TLR4-MyD88 inh: -3 | NOTCH ag: 0.3 | S1P1 ag: -1 | luminol inh ctr: -4 | rat GALR2 agon: -4 | Nox1 inhibitor: 27 | KOR antag MB: 4
